Screening data as filed in PubChem BioAssay.
LMPTP block: LMPTP (human) inhibition; 0.22% of 360,000 active; recombinant LMPTP-A, OMFP fluorogenic substrate, fluorescence intensity; inhibition, % at 20 µM;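 active means compounds that cut the enzyme signal by at least half of the control window in the single-dose screen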;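 further: plate controls were DMSO wells with enzyme plus substrate for no effect and substrate without enzyme for full effect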
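material = LMPTP-A | quantity = 0.625 nM enzyme | reagent = OMFP substrate, 400 µM final | buffer or medium = Bis-Tris pH 6.0, DTT, detergent | detection = endpoint fluorescence intensity from OMFP dephosphorylation | dosing = single 20 µM dose | read-out basis = % inhibition relative to no-enzyme and uninhibited control wells | control set = no-enzyme and uninhibited controls | timing = 50 min at room temperature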
NRP1-CendR mod: alters CendR peptide binding to human NRP-1; FAM-RPARPAR peptide binding to NRP-1, fluorescence polarization; inhibition, % at 25 µM; 0.85% of 360,000 active; AID 602438;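 active means inhibition or corrected inhibition above about 18%, plus a signal ratio from 0.5 to 1.5, limit read from the data, passing the limit was not always enough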; further: strong numbers were not always called active
Target sequence (O14786 whole entry, looked up): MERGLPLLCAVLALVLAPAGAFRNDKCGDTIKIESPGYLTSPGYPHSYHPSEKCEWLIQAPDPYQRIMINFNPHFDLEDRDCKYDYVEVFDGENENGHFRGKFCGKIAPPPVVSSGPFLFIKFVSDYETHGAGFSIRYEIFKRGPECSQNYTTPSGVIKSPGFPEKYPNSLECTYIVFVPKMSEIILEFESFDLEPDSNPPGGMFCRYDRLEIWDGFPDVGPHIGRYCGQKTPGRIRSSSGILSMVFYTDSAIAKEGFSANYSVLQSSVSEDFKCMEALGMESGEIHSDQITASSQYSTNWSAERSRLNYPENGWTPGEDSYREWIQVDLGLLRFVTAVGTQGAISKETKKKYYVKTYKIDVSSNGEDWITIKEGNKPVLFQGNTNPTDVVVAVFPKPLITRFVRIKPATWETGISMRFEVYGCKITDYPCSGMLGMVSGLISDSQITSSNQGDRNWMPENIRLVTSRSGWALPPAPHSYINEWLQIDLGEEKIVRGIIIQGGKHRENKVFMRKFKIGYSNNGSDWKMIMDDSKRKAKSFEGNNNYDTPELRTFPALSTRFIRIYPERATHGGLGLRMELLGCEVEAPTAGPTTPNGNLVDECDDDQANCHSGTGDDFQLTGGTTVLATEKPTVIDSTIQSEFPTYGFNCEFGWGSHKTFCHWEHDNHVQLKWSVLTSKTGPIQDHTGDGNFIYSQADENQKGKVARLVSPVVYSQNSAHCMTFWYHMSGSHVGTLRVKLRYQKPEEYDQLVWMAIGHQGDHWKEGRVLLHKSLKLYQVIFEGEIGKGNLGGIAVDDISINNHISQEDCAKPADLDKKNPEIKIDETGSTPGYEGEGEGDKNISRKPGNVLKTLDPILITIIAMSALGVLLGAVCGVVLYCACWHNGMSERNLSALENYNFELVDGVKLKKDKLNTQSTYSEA
TbMetRS inhib: blocks T. brucei methionyl-tRNA synthetase activity | purified T. brucei MetRS, ATP depletion, Kinase-Glo luminescence | inhibition, % at 11.9 µM | 0.4% of 360,000 active;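 active means inhibition above a per-plate cutoff of the control wells' mean inhibition plus 3 SD, cut at about 5.5% in these data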;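 further: 0% = DMSO wells median and 100% = median of wells with control inhibitor compound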
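Measured by: Kinase-Glo luciferase luminescence reporting remaining unconsumed ATP. Material: purified T. brucei MetRS enzyme. Doses: 11.9 µM compound single dose, 0.9% DMSO. Medium: HEPES buffer containing pyrophosphatase, BSA, spermine, DTT. Times: 15 min preincubation, 2 h reaction, all 25 °C. Reagent: methionine, ATP and bulk E. coli tRNA.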
STEP block: STEP (human) phosphatase inhibition. recombinant STEP, OMFP fluorogenic substrate, fluorescence. inhibition, % at 20 µM. 0.25% of 360,000 active. AID 588621;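 active means inhibition at 20 µM, scaled per plate between control wells, above about 37%, limit read from the data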;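 further: 0% = DMSO with enzyme and substrate and 100% = substrate only without enzyme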
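Assay system: isolated STEP enzyme. Buffer or medium: pH 6.0 Bis-Tris with DTT and Tween 20. Also added: fluorogenic phosphatase substrate OMFP at 25 µM final. Dosing: 20 µM, 1% DMSO. Timing: 20 min reaction, room temperature, in the dark. Measured by: fluorescence intensity, excitation 480 nm, emission 540 nm. Evaluation: normalized % inhibition.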
SKN-1 block: C. elegans SKN-1 inhibition; inhibition, % at 21.8 µM; C. elegans VP596 Pgst-4::GFP/RFP ratio, acrylamide-induced, 24 h; AID 624304; 0.49% of 360,000 active;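 active means interference check ratio from 0.5 to 1.5 plus GFP to RFP signal ratio inhibition reaching or exceeding a fixed threshold, cut at about 30% in these data, passing the limit was not always enough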; further: some compounds called inactive have numbers as strong as hits
Scp1 inh: blocks human Scp-1 phosphatase activity; Recombinant Scp1, phosphopeptide, malachite green phosphate absorbance; inhibition, % at 20 µM; 0.88% of 340,000 active; Q9GZU7;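 active means inhibition above about 50% at 20 µM, limit read from the data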;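 further: plate controls were DMSO wells with enzyme for no effect and wells lacking enzyme for full effect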
Target sequence (Q9GZU7 76-261 limits assumed): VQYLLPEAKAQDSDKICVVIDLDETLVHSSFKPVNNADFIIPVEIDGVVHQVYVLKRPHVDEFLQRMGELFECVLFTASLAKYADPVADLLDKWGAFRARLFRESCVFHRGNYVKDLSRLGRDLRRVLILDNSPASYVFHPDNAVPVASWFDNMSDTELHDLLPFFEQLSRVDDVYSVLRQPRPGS
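assay system = SCP-1 phosphatase catalytic domain, residues 76-261 | buffer or medium = 50 mM Tris acetate pH 5.5, 0.005% Tween-20, 10 mM MgCl2 | incubation = enzyme reaction 45 min at room temperature, colour 5 min, stabilisation 30 min | signal = Phosphate-binding colour reagent, absorbance read at 630 nm | measure = % inhibition at 20 µM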
SUMO1-SIM PPI: SUMO1-SIM interaction modulation; P63165; SUMO1 binding to a labelled peptide, TR-FRET, 1 h; inhibition, % at 20 µM; 0.33% of 360,000 active; AID 602429; in the data active means inhibition above about 37%
NadD inh: inhibitors of Staphylococcus aureus NadD | inhibition, % at 20 µM | 0.78% of 360,000 active | purified NadD enzyme, colorimetric absorbance read-out; in the data active means inhibition above about 26%; further: some compounds past the cut are filed as inactive
Neddylation inh: inhibitors of human cullin neddylation. 0.58% of 360,000 active. P61081+Q13564. TR-FRET cullin neddylation, biochemical. calls only at 25 µM; in the data active means inhibition above about 36%
DNMT1 inh: DNMT1 (human) enzyme inhibition. P26358. DNMT1 molecular beacon, Hinp1I cleavage, fluorescence. inhibition (reported as % activation of signal), % at 10 µM. 0.83% of 360,000 active; in the data active means inhibition above about 50%
* marks the source's active call; other numbers are inactive results; i = inactive; / = not tested or not shown; & = joins results of further samples.

nr | canonical_smiles | STEP block | LMPTP block | Neddylation inh | NadD inh | DNMT1 inh | TbMetRS inhib | SKN-1 block | Scp1 inh | NRP1-CendR mod | SUMO1-SIM PPI
1 | COc1cccc(NC(=O)N(C)C[C@H]2OCc3cnnn3CCCC(=O)N([C@H](C)CO)C[C@@H]2C)c1 | -1 | -2.5 | i | 4 | 2 | -0.8 | -16 | / | 3 | 10
2 | CN1CCN(S(=O)(=O)c2ccc(N3CCN(S(=O)(=O)/C=C/c4ccccc4)CC3)nc2)CC1 | 0 | 2.9 | i | -9 | -4 | 0.2 | -6 | -2 | -13 | -2
3 | O=C(Nc1nnc(SCC(=O)N2CCCc3ccccc32)s1)c1cccc2ccccc12 | -3 | 1.2 | i | 16 | -1 | -0.6 | 3 | -5 | -5 | 6
4 | CCc1ccccc1Nc1nc(N)nc(CSCC(=O)c2cc(C)n(C)c2C)n1 | -2 | -0.9 | i | 4 | -7 | -0.1 | -8 | 1 | -11 | 1
5 | CCOC(=O)c1cc2occc2n1CC(=O)NC1CCC(C)CC1 (stereo unspecified) | 3 | 0.6 | i | -1 | -2 | 0.7 | 8 | 15 | -23 | 6
6 | CCN(CC(=O)NCc1cccs1)C(=O)c1ccc(OC)c(OC)c1 | -2 | -10 | i | 4 | -5 | -0.3 | 15 | -9 | 3 | -60
7 | OCC[C@@H]1C[C@@H](O)[C@H](O)[C@]2(CCc3ccccc3CO2)O1 | -1 | -1.8 | i | 1 | 6 | 0.0 | -4 | -6 | -2 | -2
8 | Cn1c(SCc2ccccc2)nc(N)c(N=O)c1=O | 3 | -1.9 | i | 5 | 0 | -0.2 | 21 | -15 | 3 | -15
9 | CCn1c(SCC(=O)NNC(=O)c2ccc(C)cc2)nnc1-c1ccco1 | -1 | -1.2 | i | -5 | -1 | -1.2 | 6 | 1 | 4 | 1
10 | COC(=O)C1=C(C(=O)OC)[C@@H]2Nc3ccccc3[C@@]23C[C@@H](C(=O)OC)N(C(=O)C2CCC2)C3=N1 | -1 | 0.0 | i | 0 | 1 | 0.0 | 13 | -6 | 1 | 3
11 | S=C(NCCc1ccncc1)Nc1cccc2ccccc12 | -3 | -1.3 | i | 5 | 3 | -0.8 | 6 | -5 | 2 | 4
12 | CC(=O)Nc1ccc(-n2nnnc2SCC(=O)N2CCN(C(=O)c3ccco3)CC2)cc1 | 0 | -0.3 | i | -5 | 0 | -1.1 | -22 | -7 | -1 | 0
13 | CC1CCN(S(=O)(=O)c2ccc(NC(=O)CN3CCOCC3)cc2)CC1 | 0 | 0.2 | i | 1 | -1 | 0.1 | 7 | -11 | -8 | -1
14 | O=C(Nc1ccccc1-c1nc2ccccc2[nH]1)c1ccc(N2C(=O)CCC2=O)cc1 | -6 | 4.9 | i | 6 | -4 | -0.7 | 6 | 3 | -149 | -1
15 | Cc1ccsc1/C=C1\Oc2cc(O)ccc2C1=O | -1 | -0.5 | i | -2 | 11 | -0.3 | 20 | / | 128 | -28
16 | O=C(CN1CCCCCC1)N/N=C/c1cccc(Cl)c1 | -5 | -2.4 | i | 0 | 0 | 0.3 | -6 | -7 | -5 | 0
17 | COC(=O)c1ccc(N2CCN(C(C)=O)CC2)c(NC(=O)c2cccnc2)c1 | 2 | -0.3 | i | 1 | 0 | -0.6 | 10 | 2 | -2 | -1
18 | CC(C)NC(=O)c1ccccc1NC(=O)CCc1ccccc1 | -1 | 1.2 | i | -5 | 1 | -0.2 | -26 | -4 | 0 | 0
19 | O=C1c2ccccc2C(O)N1Cc1ccc2c(c1)OCO2 (stereo unspecified) | 1 | -1.6 | i | -11 | 4 | 0.1 | -9 | -4 | 1 | -1
20 | COc1cc(NC(=O)C2CCC(CNc3c(N4CCC(C)CC4)c(=O)c3=O)CC2)cc(OC)c1 (stereo unspecified) | 0&1 | -1.1&1.0 | i | 9&8 | -3&-2 | -0.1&-0.7 | 3&-4 | -10&-9 | 0&-3 | 8&10
21 | COc1cccc(-c2cccc(NC(=O)C3CCN(CCCn4cccn4)CC3)c2)c1 | -1 | 1.7 | i | -4 | -3 | -0.1 | 5 | / | 4 | -4
22 | CCc1ccc(NC(=O)c2cc(CC(C)C)on2)cc1 | 6 | 0.2 | i | -2 | 4 | -1.2 | -10 | -7 | 15 | 6
23 | CCN1C(=O)c2ccccc2S(=O)c2ccc(C(=O)NCc3ccccn3)cc21 (stereo unspecified) | 4 | 0.4 | i | -4 | -2 | -0.4 | 11 | -9 | 2 | 7
24 | C=C(C)Cn1c(C2CC(=O)N(c3ccccc3F)C2)nc2ccccc21 (stereo unspecified) | -1 | -1.1 | i | -6 | 0 | 0.2 | -6 | -11 | -5 | 9
25 | O=C(NNC(=O)c1sccc1-n1cccc1)c1ccccc1 | -4 | 1.3 | i | -4 | 0 | -1.1 | 16 | -14 | -1 | -3
26 | CCC(O)(CC)C(=O)N=Nc1c(O)[nH]c2ccccc12 | -2 | -1.9 | i | -4 | 2 | -0.5 | -4 | -12 | 8 | -22
27 | CC(C)(C)C1C=C(Sc2ccccc2)C(=O)O1 (stereo unspecified) | -1 | 0.1 | i | -3 | 3 | -0.8 | -20 | 3 | 6 | -3
28 | Cn1c(C(F)(F)F)nc2c(=O)oc3ccccc3c21 | -5 | -0.9 | i | 2 | 0 | -0.1 | 3 | 4 | 13 | 3
29 | S=C(NCc1ccco1)NCc1ccccc1Cl | 1 | 2.2 | i | 3 | -7 | 0.0 | -19 | -5 | -19 | -1
30 | Cc1nc2sc(C(c3ccco3)N3CCN(c4ccccc4F)CC3)c(O)n2n1 (stereo unspecified) | 0 | -0.4 | i | -3 | -1 | -0.1 | 13 | -5 | -1 | -4
31 | Cc1ccc(NC(=O)CN(c2ccccc2)S(=O)(=O)N(C)C)cc1C | 1 | 1.7 | i | -2 | -4 | -0.2 | 10 | -5 | -8 | 0
32 | COc1ccccc1C(=O)Nc1c[nH]c(=O)[nH]c1=O | 4 | -0.6 | i | -2 | -2 | -1.0 | 4 | 0 | 3 | -13
33 | CCCCOc1ccc(C(=O)C(CN2CCOCC2)c2ccccc2)cc1 (stereo unspecified) | 3 | -2.1 | i | -3 | 5 | -0.7 | -9 | -5 | -9 | -2
34 | CC(C)(C)C1CCC2(CC1)NC(CO)(CO)CO2 (stereo unspecified) | 6 | -3.4 | i | -1 | 1 | 0.3 | -16 | 0 | 6 | 1
35 | CCc1nc2ccc(C(=O)NCc3ccccc3OC)cn2c1N(C=O)CCC(C)C | -3 | -2.3 | i | 1 | 0 | -0.5 | 14 | / | -9 | 4
36 | Cn1c(COc2ccc3ccccc3c2)nnc1SCC(=O)OC1CCCCC1 | 3 | 0.7 | i | 5 | 0 | -0.6 | -14 | 6 | 19 | 0
37 | O=C(CCNC(=O)c1ccccc1)NCc1ccccc1F | 1 | 0.1 | i | -1 | 2 | -0.3 | -23 | 3 | 12 | -6
38 | O=c1onc(-c2c(F)cccc2F)n1-c1ccccc1Cl | 1 | 1.4 | i | -4 | 3 | 0.0 | 6 | -11 | -1 | 14
39 | CC(OC(=O)CN1C(=O)C2CC=CCC2C1=O)C(=O)Nc1ccc(F)cc1Cl (stereo unspecified) | -2 | -0.5 | i | -7 | 3 | -0.5 | -14 | -5 | 8 | -3
40 | COC(=O)c1nn(-c2cccc(C)c2)c2nnc(Cc3ccc(C)cc3)c(=O)n12 | 1 | 0.3 | i | 1 | 8 | 0.4 | 6 | -11 | -3 | 1

Nothing new here: an excerpt of the list.
nr | canonical_smiles | STEP block | LMPTP block | Neddylation inh | NadD inh | DNMT1 inh | TbMetRS inhib | SKN-1 block | Scp1 inh | NRP1-CendR mod | SUMO1-SIM PPI
32 | COc1ccccc1C(=O)Nc1c[nH]c(=O)[nH]c1=O | 4 | -0.6 | i | -2 | -2 | -1.0 | 4 | 0 | 3 | -13
33 | CCCCOc1ccc(C(=O)C(CN2CCOCC2)c2ccccc2)cc1 (stereo unspecified) | 3 | -2.1 | i | -3 | 5 | -0.7 | -9 | -5 | -9 | -2
34 | CC(C)(C)C1CCC2(CC1)NC(CO)(CO)CO2 (stereo unspecified) | 6 | -3.4 | i | -1 | 1 | 0.3 | -16 | 0 | 6 | 1
35 | CCc1nc2ccc(C(=O)NCc3ccccc3OC)cn2c1N(C=O)CCC(C)C | -3 | -2.3 | i | 1 | 0 | -0.5 | 14 | / | -9 | 4
36 | Cn1c(COc2ccc3ccccc3c2)nnc1SCC(=O)OC1CCCCC1 | 3 | 0.7 | i | 5 | 0 | -0.6 | -14 | 6 | 19 | 0
37 | O=C(CCNC(=O)c1ccccc1)NCc1ccccc1F | 1 | 0.1 | i | -1 | 2 | -0.3 | -23 | 3 | 12 | -6
38 | O=c1onc(-c2c(F)cccc2F)n1-c1ccccc1Cl | 1 | 1.4 | i | -4 | 3 | 0.0 | 6 | -11 | -1 | 14
39 | CC(OC(=O)CN1C(=O)C2CC=CCC2C1=O)C(=O)Nc1ccc(F)cc1Cl (stereo unspecified) | -2 | -0.5 | i | -7 | 3 | -0.5 | -14 | -5 | 8 | -3
40 | COC(=O)c1nn(-c2cccc(C)c2)c2nnc(Cc3ccc(C)cc3)c(=O)n12 | 1 | 0.3 | i | 1 | 8 | 0.4 | 6 | -11 | -3 | 1

(listing goes on)
nr | canonical_smiles | STEP block | LMPTP block | Neddylation inh | NadD inh | DNMT1 inh | TbMetRS inhib | SKN-1 block | Scp1 inh | NRP1-CendR mod | SUMO1-SIM PPI
41 | CSc1nc(C)cc(C)c1S(=O)(=O)c1ccccc1C | 0 | 1.0 | i | 7 | 0 | -1.2 | 0 | -3 | -9 | 1
42 | COc1cccc(NC(=O)NC2CCN(CC(=O)Nc3ccccc3[N+](=O)[O-])CC2)c1 | -1 | 0.4 | i | -2 | -1 | -0.9 | 3 | -6 | 3 | -21
43 | COc1ccc(-c2noc(CCC(=O)NCCN3CCN(c4ccccc4F)CC3)n2)cc1 | -1 | 0.3 | i | 0 | -6 | -1.1 | 3 | -4 | 2 | -2
44 | CCN(CC(=O)Nc1ccc(NC(C)=O)cc1)C(=O)Cc1ccc(S(=O)(=O)N2CCOCC2)s1 | 2 | -0.6 | i | 2 | 1 | -0.1 | 0 | -5 | -11 | -3
45 | Cc1cc(C)cc(OCC(=O)OCC(=O)N2CCc3ccccc32)c1 | -1 | 1.4 | i | -10 | -1 | -0.5 | 9 | -10 | -8 | 1
46 | COc1cc(OC)cc(C(=O)NCC(=O)OCC(=O)C(C)(C)C)c1 | -1 | -0.9 | i | -5 | 2 | -0.5 | 15 | 1 | 4 | -1
47 | C=CCSc1nc(N)c(C#N)c(-c2ccc(C)cc2)c1C#N | 3 | 0.5 | i | -5 | 2 | -1.2 | -8 | -10 | -2 | -2
48 | COc1ccc(NC(=O)CSc2nc(N)c(C(=O)Nc3ccc(N(C)C)cc3)s2)cc1 | -2 | -0.4 | i | 2 | 3 | -0.4 | 13 | -5 | -1 | -4
